Compound activity (PubChem)
NR2E3 ag-1: human photoreceptor-specific nuclear receptor agonism; Q9Y5X4; CHO-S Gal4-NCOR/VP16-NR2E3 two-hybrid, luciferase; inhibition of corepressor binding, % at 3.98 µM; 360,000 tested, 0.35% active; AID 602229;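 active = inhibition above the mean of all tested compounds plus 3 SD, cut at about 70% in these data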;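 also: 0% = DMSO with NR2E3 transfected cells and 100% = cells lacking NR2E3 construct; higher means lower luciferase signal from less NR2E3 corepressor binding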
Target sequence (Q9Y5X4 whole entry, looked up, the tested form may be a part): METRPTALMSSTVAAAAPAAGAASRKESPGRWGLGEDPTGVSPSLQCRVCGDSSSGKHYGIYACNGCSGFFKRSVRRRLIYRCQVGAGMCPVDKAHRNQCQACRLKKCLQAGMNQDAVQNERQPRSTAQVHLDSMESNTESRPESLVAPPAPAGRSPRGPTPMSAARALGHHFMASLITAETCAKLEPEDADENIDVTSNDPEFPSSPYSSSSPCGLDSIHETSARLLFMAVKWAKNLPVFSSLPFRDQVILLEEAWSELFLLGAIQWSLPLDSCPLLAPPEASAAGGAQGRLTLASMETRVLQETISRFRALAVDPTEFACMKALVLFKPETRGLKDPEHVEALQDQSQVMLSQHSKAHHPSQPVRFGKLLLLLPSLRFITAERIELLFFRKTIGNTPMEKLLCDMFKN
HIF-2a inh: blocks HIF-2a reporter activity; 786-0 RCC cells HIF-2a reporter, luciferase luminescence, overnight; inhibition, % at 18.8 µM; 360,000 tested, 0.72% active;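 active = inhibition of the luminescence signal of 40% or more relative to plate controls, in a single-dose primary screen at 18.75 µM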
NR2E3 ag-2: NR2E3 (human) agonism; 320,000 tested, 0.12% active; AID 2300; inhibition of corepressor binding, % at 4.78 µM; GST-NR2E3/biotin-RetCOR TR-FRET, 1536-well;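 active = percent inhibition above the cutoff of mean plus 3 SD of all tested compounds, set per screening campaign, cut at about 20% in these data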;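 also: 0% = DMSO wells and 100% = biotin wells as full block of FRET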
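Material: NR2E3–RetCOR corepressor complex | Quantity: 1.35 nM GST-tagged NR2E3 final | Schedule: 5 h at 4 °C | Replication: Singlicate compound wells | Reagent: RetCOR corepressor, biotinylated, 7 nM | Controls: Biotin wells as high control, 0.6% DMSO wells as low control | Signal: TR-FRET, Eu(K)-anti-GST donor, streptavidin-D2 acceptor, ex 340, em 617/671 nm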
TWEAK Fn14 block: TWEAK-Fn14 signaling inhibition | AID 1159606 | inhibition, % at 10 µM | TWEAK-stimulated Fn14 reporter cells, luciferase luminescence, 8 h | 360,000 tested, 2% active; in the data active = inhibition above about 50%
TRAIL sens C8: sensitizes caspase-8 expressing cells to TRAIL | NB7+C8 cells + TRAIL, ATPlite viability luminescence | inhibition (viability loss, TRAIL sensitization), % at 10 µM | 360,000 tested, 1% active;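 active = compounds causing at least 50% loss of cell viability in the single-dose screen, relative to plate controls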
Shn3 3UTR inh: reduces Shn3 3'UTR luciferase signal in osteoblasts; Clone20 osteoblast Shn3 3'UTR firefly luciferase, 24 h; inhibition, % at 12.5 µM; 360,000 tested, 0.52% active; AID 588674;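 active = mean inhibition of at least 75% with every replicate also reaching 75%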;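 also: 0% = median of neutral control wells and 100% = pilot-screen positive control compound; some compounds past the cut are filed as inactive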
CF NFkB inh: blocks PAF-induced NF-kB reporter in cystic fibrosis cells | KKLEB NF-kB-GFP reporter, GFP fluorescence overnight | inhibition, % at 5 µM | 360,000 tested, 0.86% active | AID 588850;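 active = at least 50% inhibition at 5 µM, scaled per plate between neutral and stimulator controls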;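 also: PAF is a Pseudomonas aeruginosa culture filtrate used as stimulus; plate controls were PAF-stimulated DMSO wells for no effect and unstimulated DMSO wells for full effect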
TROY NFkB inh: inhibitors of TROY-dependent NF-kB signaling. Q293 LMP1-TROYcd NF-kB luciferase reporter, 4 h. inhibition, % at 10 µM. 360,000 tested, 0.98% active;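 active = compounds whose plate-normalised and pattern-corrected inhibition of the luciferase reporter signal at the single screening dose is 50% or more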
KKLEB cytotox: reduces viability of KKLEB cystic fibrosis airway cells. KKLEB CF airway cells viability, ATPlite luminescence, overnight; hits give low values; cells stimulated with P. aeruginosa culture filtrate. activity change (cytotoxicity), % at 5 µM. 360,000 tested, 0.36% active. AID 602141;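 active = corrected activity change at or below -50% at 5 µM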
Peg3 prom inh: inhibitors of Peg3 promoter; HeLa PEG-Prom luciferase reporter, luminescence, overnight; inhibition, % at 20 µM; 360,000 tested, 1.7% active; AID 588405;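 active = inhibition of at least 50% at 20 µM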
TRPM1 prom inh: inhibitors of MITF-driven TRPM1 promoter in melanoma cells | SK-MEL-5 TRPM1 promoter luciferase, 24 h | inhibition, % at 12.5 µM | 330,000 tested, 0.83% active;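 active = mean inhibition across replicates of 60% or more, whatever share of single replicates reaches that level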; also: values of inactives mirror those of a sister screen read the other way
* marks the source's active call; other numbers are inactive results. Not all compounds are listed; rates above refer to the full screens.

For CCN(CC)S(=O)(=O)N1CCC(C(=O)NCC2COc3ccccc3O2)CC1 (stereo unspecified) the results were NR2E3 ag-1 -12, HIF-2a inh -14, NR2E3 ag-2 2, TWEAK Fn14 block -13, TRAIL sens C8 1, Shn3 3UTR inh -4, CF NFkB inh -10, TROY NFkB inh -2, KKLEB cytotox 3, Peg3 prom inh 6 and TRPM1 prom inh -2.
`Cc1ccc(CNc2nc(NC(C)C)nc3ccsc23)c(C)c1` gave NR2E3 ag-1 -26, HIF-2a inh -31, TWEAK Fn14 block -15, TRAIL sens C8 5, Shn3 3UTR inh 41, CF NFkB inh 11, TROY NFkB inh 15, KKLEB cytotox -10 and Peg3 prom inh -27.
Screening CCN(C[C@H]1N[C@@](Cc2ccccc2)(C(=O)OC)[C@H]2C(=O)N(Cc3ccccc3)C(=O)[C@@H]12)C(=O)C1CCCCC1 returned NR2E3 ag-1 -15, HIF-2a inh 8, TWEAK Fn14 block 2, TRAIL sens C8 4, Shn3 3UTR inh -6, CF NFkB inh 4, TROY NFkB inh 5, KKLEB cytotox -14, Peg3 prom inh 8 and TRPM1 prom inh 0.
For CCCc1nnc(NC(=O)CCC(=O)NCc2ccccc2)s1 the results were NR2E3 ag-1 -17, HIF-2a inh 8, NR2E3 ag-2 3, TWEAK Fn14 block -29, TRAIL sens C8 -5, Shn3 3UTR inh -5, CF NFkB inh -42, TROY NFkB inh 9, KKLEB cytotox 21, Peg3 prom inh 7 and TRPM1 prom inh -8.
O=C(COCC(=O)N/N=C/c1ccccc1F)N/N=C/c1ccccc1F was read as NR2E3 ag-1 -15, HIF-2a inh -3, NR2E3 ag-2 -5, TWEAK Fn14 block -20, TRAIL sens C8 -1, Shn3 3UTR inh -25, CF NFkB inh -2, TROY NFkB inh -36, KKLEB cytotox 14, Peg3 prom inh -18 and TRPM1 prom inh 0.
Screening CC12CC(NC(=O)N1CCc1ccccc1)c1cc(Cl)ccc1O2 (stereo unspecified) returned NR2E3 ag-1 10, HIF-2a inh 12, NR2E3 ag-2 -1, TWEAK Fn14 block 41, TRAIL sens C8 5, Shn3 3UTR inh 46, CF NFkB inh -12, TROY NFkB inh 15, KKLEB cytotox 12, Peg3 prom inh 7 and TRPM1 prom inh -7.
`O=C(NCC1CCCO1)c1ccccc1NS(=O)(=O)c1ccc(F)cc1` (stereo unspecified) gave NR2E3 ag-1 -7, HIF-2a inh 5, NR2E3 ag-2 5, TWEAK Fn14 block 4, TRAIL sens C8 23, Shn3 3UTR inh -13, CF NFkB inh -8, TROY NFkB inh -14, KKLEB cytotox 9, Peg3 prom inh 9 and TRPM1 prom inh 2.
Screening CC(=O)N1CCc2cc(S(=O)(=O)CCC(=O)NCc3ccc(F)cc3)ccc21 returned NR2E3 ag-1 -5, HIF-2a inh 16, NR2E3 ag-2 7, TWEAK Fn14 block -13, TRAIL sens C8 -8, Shn3 3UTR inh 40, CF NFkB inh -48, TROY NFkB inh -13, KKLEB cytotox 35, Peg3 prom inh 19 and TRPM1 prom inh 7.
Screening COc1ccccc1NC(=S)NCCc1ccc(Cl)cc1 returned NR2E3 ag-1 9, HIF-2a inh 12, NR2E3 ag-2 4, TWEAK Fn14 block -17, TRAIL sens C8 9, Shn3 3UTR inh -11, CF NFkB inh -9, TROY NFkB inh -13, KKLEB cytotox 6, Peg3 prom inh -6 and TRPM1 prom inh -12.
For COc1ccc(S(=O)(=O)N2CCOC2CNC(=O)C(=O)NCc2ccc(F)cc2)cc1OC (stereo unspecified) the results were NR2E3 ag-1 49, HIF-2a inh 7, NR2E3 ag-2 2, TWEAK Fn14 block -30, TRAIL sens C8 -4, Shn3 3UTR inh 3, CF NFkB inh 25, TROY NFkB inh -14, KKLEB cytotox -16, Peg3 prom inh 19 and TRPM1 prom inh 5.
`Cc1sc2ncn(CCn3cnc4sc(C)c(C)c4c3=O)c(=O)c2c1C` gave NR2E3 ag-1 55, HIF-2a inh 10, NR2E3 ag-2 3, TWEAK Fn14 block 24, TRAIL sens C8 -2, Shn3 3UTR inh 25, CF NFkB inh -8, TROY NFkB inh 26, KKLEB cytotox -4, Peg3 prom inh 24 and TRPM1 prom inh -1.
For CSCCC(NC(=O)c1ccccc1)C(=O)OCC(=O)Nc1ccc(C)c(Cl)c1 (stereo unspecified) the results were NR2E3 ag-1 -33, HIF-2a inh 12, NR2E3 ag-2 0, TWEAK Fn14 block 5, TRAIL sens C8 6, Shn3 3UTR inh 11, CF NFkB inh 10, TROY NFkB inh -14, KKLEB cytotox -10, Peg3 prom inh 24 and TRPM1 prom inh 2.
`COc1ccccc1-n1ccnc1SCC(=O)NC1CCCC1` gave NR2E3 ag-1 4, HIF-2a inh 15, NR2E3 ag-2 -1, TWEAK Fn14 block -12, TRAIL sens C8 -2, Shn3 3UTR inh -11, CF NFkB inh -2, TROY NFkB inh 9, KKLEB cytotox 15, Peg3 prom inh 18 and TRPM1 prom inh -3.
C[C@@H](C(=O)Nc1nc2ccc(F)cc2s1)N1C(=O)C2CC=CCC2C1=O (stereo partly specified) was read as NR2E3 ag-1 -24, HIF-2a inh -78, NR2E3 ag-2 6, TWEAK Fn14 block -14, TRAIL sens C8 -2, Shn3 3UTR inh -15, CF NFkB inh -4, TROY NFkB inh -13, KKLEB cytotox 8, Peg3 prom inh -44 and TRPM1 prom inh -5.
Screening CN(C)S(=O)(=O)c1ccc(NC(=O)COC(=O)c2ccccn2)cc1 returned NR2E3 ag-1 -5, HIF-2a inh 5, NR2E3 ag-2 2, TWEAK Fn14 block -10, TRAIL sens C8 6, Shn3 3UTR inh -5, CF NFkB inh 1, TROY NFkB inh -6, KKLEB cytotox 2, Peg3 prom inh 1 and TRPM1 prom inh -7.
Screening O=C(N/N=C/c1ccco1)c1ccc(NC(=O)c2ccccc2Cl)cc1 returned NR2E3 ag-1 -8, HIF-2a inh 1, NR2E3 ag-2 2, TWEAK Fn14 block 19, TRAIL sens C8 -2, Shn3 3UTR inh 23, CF NFkB inh 16, TROY NFkB inh -9, KKLEB cytotox 3, Peg3 prom inh 8 and TRPM1 prom inh 14.
Screening COc1cc(C#N)ccc1OCC(=O)Nc1ccc(C)c(S(=O)(=O)N2CCOCC2)c1 returned NR2E3 ag-1 -1, HIF-2a inh 9, NR2E3 ag-2 -1, TWEAK Fn14 block -15, TRAIL sens C8 11, CF NFkB inh 2, TROY NFkB inh 11, KKLEB cytotox 0, Peg3 prom inh -12 and TRPM1 prom inh 1.
`COC(=O)CSc1nc2ccccc2c(=O)n1C` gave NR2E3 ag-1 14, HIF-2a inh 15, NR2E3 ag-2 1, TWEAK Fn14 block 2, TRAIL sens C8 -2, Shn3 3UTR inh -5, CF NFkB inh -2, TROY NFkB inh 11, KKLEB cytotox 1, Peg3 prom inh -6 and TRPM1 prom inh -5.
CC(=O)Nc1ccc(C(=O)COC(=O)C2CCCCC2)c(F)c1 was read as NR2E3 ag-1 4, HIF-2a inh -18, NR2E3 ag-2 1, TWEAK Fn14 block -9, TRAIL sens C8 -4, Shn3 3UTR inh -72, CF NFkB inh 20, TROY NFkB inh 41, KKLEB cytotox -4, Peg3 prom inh -109 and TRPM1 prom inh -52.
Screening O=C(Nc1ccc2c(c1)oc1ccc(S(=O)(=O)N3CCCC3)cc12)C1CC1 returned NR2E3 ag-1 14, HIF-2a inh 19, NR2E3 ag-2 4, TWEAK Fn14 block -2, TRAIL sens C8 7, Shn3 3UTR inh 48, CF NFkB inh 5, TROY NFkB inh 1, KKLEB cytotox -3, Peg3 prom inh 33 and TRPM1 prom inh 5.
Screening O=C(Nc1cccc(C(=O)O)c1)/C(=C\c1ccco1)NC(=O)c1ccc(Br)o1 returned NR2E3 ag-1 7, HIF-2a inh -3, NR2E3 ag-2 0, TWEAK Fn14 block -1, TRAIL sens C8 -10, Shn3 3UTR inh -12, CF NFkB inh -4, TROY NFkB inh -19, KKLEB cytotox -6, Peg3 prom inh -1 and TRPM1 prom inh -6.
CC1CCCC(C)N1C(=O)COC(=O)CNC(=O)C12CC3CC(CC(C3)C1)C2 (stereo unspecified) was read as NR2E3 ag-1 16, HIF-2a inh 2, NR2E3 ag-2 1, TWEAK Fn14 block 2, TRAIL sens C8 9, Shn3 3UTR inh 23, CF NFkB inh 0, TROY NFkB inh -24, KKLEB cytotox -1, Peg3 prom inh 14 and TRPM1 prom inh 1.
For Cc1nn(-c2ccccc2)c(C)c1NC(=O)COc1ccc(Cl)cc1Cl the results were NR2E3 ag-1 -13, HIF-2a inh 2, NR2E3 ag-2 -1, TWEAK Fn14 block 86*, TRAIL sens C8 11, Shn3 3UTR inh 8, CF NFkB inh 10, TROY NFkB inh 45, KKLEB cytotox -5, Peg3 prom inh 29 and TRPM1 prom inh 3.
For NC(=O)[C@H]1CC2(CC(c3cccc(NC(=O)COc4ccc(Cl)cc4)c3)=NO2)CN1C(=O)[C@H]1CCC(=O)N1 (stereo partly specified) the results were NR2E3 ag-1 11, HIF-2a inh -1, NR2E3 ag-2 1, TWEAK Fn14 block -11, TRAIL sens C8 15, Shn3 3UTR inh 7, CF NFkB inh 15, TROY NFkB inh -17, KKLEB cytotox -8, Peg3 prom inh -10 and TRPM1 prom inh 0.
For O=C(COC(=O)c1cccc(S(=O)(=O)N2CCc3ccccc3C2)c1)NCc1ccco1 the results were NR2E3 ag-1 -7, HIF-2a inh 10, NR2E3 ag-2 -1, TWEAK Fn14 block 36, TRAIL sens C8 -6, Shn3 3UTR inh 23, CF NFkB inh 1, TROY NFkB inh 18, KKLEB cytotox 7, Peg3 prom inh 11 and TRPM1 prom inh 11.
Screening CC(=O)Nc1sc(C)c(C)c1C(=O)OCCOc1ccccc1 returned NR2E3 ag-1 -187, HIF-2a inh -228, NR2E3 ag-2 2, TWEAK Fn14 block -36, TRAIL sens C8 10, Shn3 3UTR inh -91, CF NFkB inh -11, TROY NFkB inh -33, KKLEB cytotox 4, Peg3 prom inh -297 and TRPM1 prom inh -50.
O=C(NCCc1ccccc1)c1ccc(NC(=O)C2CCC2)cc1 was read as NR2E3 ag-1 -90, HIF-2a inh -175, TWEAK Fn14 block -11, TRAIL sens C8 -5, Shn3 3UTR inh -35, CF NFkB inh -12, TROY NFkB inh -67, KKLEB cytotox 1, Peg3 prom inh -130 and TRPM1 prom inh -54.
For COc1ccccc1Cc1c(-c2cccc(Br)c2)nc2c(C)cc(Br)cn12 the results were NR2E3 ag-1 -80, HIF-2a inh -173, TWEAK Fn14 block 37, TRAIL sens C8 9, Shn3 3UTR inh -9, CF NFkB inh 55*, TROY NFkB inh 1, KKLEB cytotox -6 and Peg3 prom inh -24.
